Screening results (PubChem BioAssay)
M5 ag: CHRM5 agonism in calcium assay | P08912 | CHO-K1 hM5 cells, Fluo-8 calcium fluorescence; 0% DMSO wells, 100% maximal acetylcholine response | activation, % at 3 µM | hit rate 0.19% among 360,000 | AID 624037;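 active = activation above the run's mean over test compounds plus 3 SD, cut at about 23% in these data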;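 note: signal is peak over basal fluorescence ratio across the kinetic read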
Target sequence (P08912 whole entry, looked up): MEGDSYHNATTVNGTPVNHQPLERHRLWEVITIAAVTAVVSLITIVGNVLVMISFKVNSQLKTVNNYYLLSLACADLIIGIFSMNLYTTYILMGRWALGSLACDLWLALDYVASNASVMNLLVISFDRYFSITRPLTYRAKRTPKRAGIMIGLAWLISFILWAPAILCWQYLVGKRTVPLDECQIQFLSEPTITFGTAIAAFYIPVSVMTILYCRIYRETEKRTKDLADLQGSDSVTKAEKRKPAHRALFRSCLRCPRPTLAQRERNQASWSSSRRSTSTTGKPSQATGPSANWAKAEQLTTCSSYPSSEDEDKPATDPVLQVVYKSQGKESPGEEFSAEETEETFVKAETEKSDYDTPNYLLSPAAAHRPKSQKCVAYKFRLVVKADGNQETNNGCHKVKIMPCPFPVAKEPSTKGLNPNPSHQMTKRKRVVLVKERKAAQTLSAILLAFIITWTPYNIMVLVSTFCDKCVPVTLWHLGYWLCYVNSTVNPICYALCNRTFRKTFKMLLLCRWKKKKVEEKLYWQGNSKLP
CRFBP-R2 block: antagonists of CRF-binding protein/CRF-R2 receptor complex; inhibition, % at 11.8 µM; AID 588475; HEK293 CRF-R2/CRF-BP, CRF-induced calcium fluorescence; hit rate 0.59% among 350,000;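 active = inhibition of the ligand-induced calcium signal above about 50% at the single tested concentration, limit read from the data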
CHRM5 antagonist: antagonists of human muscarinic M5 receptor (CHRM5). P08912. CHO-hM5 cells, Fluo-8 calcium fluorescence, ACh EC80. inhibition, % at 3 µM. hit rate 0.59% among 360,000;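 active = inhibition above a per-plate cutoff, the mean of that plate's test compounds plus 3 SD, cut at about 27% in these data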;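 note: 0% = acetylcholine EC80 with DMSO and 100% = DMSO without agonist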
CHO-K1 Ca PAM: counter-screen for M1 PAMs: effect in parental CHO-K1 cells | ATP EC20, Fluo-8 calcium fluorescence; 0% at ATP EC20, 100% at ATP max | activation, % at 3 µM | hit rate 0.02% among 360,000;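 active = activation above the run cutoff, the mean activation of all test compounds plus 3 SD, cut at about 40% in these data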;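 note: peak over basal fluorescence ratio in a 140 s read after ATP addition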
CRFBP-R2 agonist: CRF-BP/CRF-R2 complex agonism; HEK293 CRF-R2/CRF-BP, calcium dye fluorescence (FLIPR); percent of saturating CRF peptide response; activation, % at 13.2 µM; hit rate 0.46% among 350,000; AID 588473;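 active = activation of at least 50%, plus an integration ratio under a set limit after plate pattern correction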;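 note: plate controls were neutral control wells without compound for no effect and CRF at EC100 for full effect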
TAAR1 antagonist: human TAAR1 antagonism; Q96RJ0; CHO RD-HGA16 TAAR1, Fluo-8 calcium fluorescence, antagonist; inhibition, % at 3 µM; hit rate 1.5% among 360,000; AID 624466;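 active = inhibition above a per-plate cutoff, the mean inhibition of test compounds on that plate plus 3 SD, cut at about 49% in these data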;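 note: 0% = DMSO plus EC80 beta-PEA response and 100% = DMSO alone without agonist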
Target sequence (Q96RJ0 whole entry, looked up): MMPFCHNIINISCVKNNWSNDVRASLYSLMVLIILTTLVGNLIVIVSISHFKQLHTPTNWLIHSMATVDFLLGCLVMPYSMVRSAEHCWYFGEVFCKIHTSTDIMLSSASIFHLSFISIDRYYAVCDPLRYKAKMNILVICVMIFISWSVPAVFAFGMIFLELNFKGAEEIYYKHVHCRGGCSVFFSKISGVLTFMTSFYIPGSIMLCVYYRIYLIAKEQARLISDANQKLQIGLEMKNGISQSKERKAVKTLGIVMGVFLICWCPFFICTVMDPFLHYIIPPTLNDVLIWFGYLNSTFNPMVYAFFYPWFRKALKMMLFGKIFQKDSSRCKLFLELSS
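Test system – hTAAR1-expressing CHO RD-HGA16 cells, Gα16-coupled · Reagent – β-PEA at EC80 concentration, post-compound challenge · Compound dosing – 3 µM, single point · Timing – 140 s kinetic read after compound, 140 s after agonist · Detection – Fluo-8 intracellular calcium dye fluorescence, real-time kinetic reads · Control set – DMSO and EC80 PEA controls · Repeats – n of 1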
TAAR1 ag: agonists of human TAAR1; CHO RD-HGA16 TAAR1, Fluo-8 calcium fluorescence; vehicle wells 0%, saturating PEA agonist 100%; AID 624467; hit rate 0.99% among 360,000; activation, % at 3 µM; Q96RJ0;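 active = activation above the mean activation of all test compounds in the run plus 3 SD, cut at about 38% in these data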
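Benchmarks: low control DMSO, high control PEA (EC100); System: CHO RD-HGA16 cells carrying human TAAR1 plus Gα16; Detection: Fluo-8 fluorescence, 5 s baseline then 140 s kinetic read; Schedule: 17-24 h plating, Fluo-8 75 min 37 °C, 30 min RT; Read-out basis: % activation from peak over basal fluorescence ratio, DMSO-to-PEA scaled.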
M5 PAM: CHRM5 positive allosteric modulation; P08912; CHO-K1 hM5, Fluo-8 calcium, ACh EC20 PAM; 0% = ACh EC20, 100% = ACh EC100; activation, % at 3 µM; hit rate 0.3% among 360,000; AID 624038;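 active = activation above the run cutoff, the mean activation of all test compounds plus 3 SD, cut at about 18% in these data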
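Test system: CHO-K1 hM5 cells / Doses: single-point, 3 µM nominal / Times: Post-acetylcholine fluorescence recording 140 s / Technique: Fluo-8 calcium fluorescence / Measure: Max/basal fluorescence ratio as % of EC20–EC100 ACh window / Benchmarks: low control EC20 acetylcholine (0%), high control EC100 acetylcholine (100%) / Replicates: one well per compound, no replicates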
CHRM4 PAM: positive allosteric modulators of human muscarinic M4 receptor. P08173. CHO-K1 hM4/Gqi5, Fluo-8 calcium fluorescence, ACh EC20; 0% = ACh EC20, 100% = maximal ACh. activation, % at 3 µM. hit rate 0.4% among 360,000;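 active = activation above its plate's cutoff, the mean activation of sample wells plus 3 SD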; note: some results filed as inactive read as strong as hits
Starred values were filed as active, the others as inactive; · = no result given.

SMILES	M5 ag	CRFBP-R2 block	CHRM5 antagonist	CHO-K1 Ca PAM	CRFBP-R2 agonist	TAAR1 antagonist	TAAR1 ag	M5 PAM	CHRM4 PAM
CCOC(=O)N1CCN(S(=O)(=O)c2cc(OCC(=O)NC3CCCCC3)c(C)cc2Cl)CC1	5	-34	6	15	0.5	21	20	-7	-12
NC(=O)c1ccc(N2CCN(c3ccccc3F)CC2)c([N+](=O)[O-])c1	5	-2	9	8	0.4	2	4	-1	7
Cn1cnnc1SCC(=O)Nc1ccc(Cl)cc1	0	31	8	10	-2.2	-3	1	-2	-2
Cc1nc2sc(C(c3ccc(F)cc3)N3CCN(C(=O)c4ccco4)CC3)c(O)n2n1 (stereo not given)	-2	13	8	-6	-3.5	-17	6	-3	11
O=C(N/N=C/c1ccc(Cl)c([N+](=O)[O-])c1)c1ccc2c(c1)OCCO2	0	5	5	23	-0.4	5	0	1	-6
O=C(c1cccc(N2C(=O)C3C4C=CC(C4)C3C2=O)c1)N1CCN(c2ccccc2Cl)CC1 (stereo not given)	-4	-6	3	-4	-0.3	8	9	-5	-4
COc1cccc(NC(=O)c2cc([N+](=O)[O-])ccc2NC(=O)CNCC2CCCO2)c1 (stereo not given)	1	-26	11	14	5.7	44	9	-12	-4
COC(=O)C1=CN(c2ccc(OC)cc2)C=C(C(=O)OC)C1c1ccc(C)c([N+](=O)[O-])c1	1	31	5	25	-1.9	-13	1	6	6
C=CCn1c(NCc2ccccc2)nc2ccccc21	0	-19	-5	14	-0.1	11	14	1	-1
CCC1Nc2ncnc(N3CCc4ccccc4C3)c2N(Cc2ccc(Br)cc2)C1=O (stereo not given)	1	·	-8	-4	·	·	·	-2	-12
COc1ccc(NC(=O)NC(C)(C(F)(F)F)C(F)(F)F)cc1	0	2	-6	11	1.5	-3	21	-5	13
CC(=O)c1cccc(NC(=O)Cn2c(=O)oc3cc(S(=O)(=O)N4CCCC4)ccc32)c1	1	-4	3	12	2.0	-30	4	1	-5

An excerpt of these results, as labelled records:
O=C(c1cccc(N2C(=O)C3C4C=CC(C4)C3C2=O)c1)N1CCN(c2ccccc2Cl)CC1 (stereo not given)
- M5 ag: -4
- CRFBP-R2 block: -6
- CHRM5 antagonist: 3
- CHO-K1 Ca PAM: -4
- CRFBP-R2 agonist: -0.3
- TAAR1 antagonist: 8
- TAAR1 ag: 9
- M5 PAM: -5
- CHRM4 PAM: -4
COc1cccc(NC(=O)c2cc([N+](=O)[O-])ccc2NC(=O)CNCC2CCCO2)c1 (stereo not given)
- M5 ag: 1
- CRFBP-R2 block: -26
- CHRM5 antagonist: 11
- CHO-K1 Ca PAM: 14
- CRFBP-R2 agonist: 5.7
- TAAR1 antagonist: 44
- TAAR1 ag: 9
- M5 PAM: -12
- CHRM4 PAM: -4

Carrying on.
SMILES	M5 ag	CRFBP-R2 block	CHRM5 antagonist	CHO-K1 Ca PAM	CRFBP-R2 agonist	TAAR1 antagonist	TAAR1 ag	M5 PAM	CHRM4 PAM
COc1ccc(OC)c(/C=N/NC(=O)c2cc3c(OC)c(OC)ccc3[nH]2)c1	0	-14	11	-1	-0.1	41	12	-13	-4
COc1cc(NC(=O)c2cc(C(C)C)on2)c(OC)cc1Cl	-3	-10	1	-7	1.0	4	9	1	7
COC(=O)/C=C1\OCc2cc(OC)c(OCc3ccccc3)cc21	-1	·	12	·	·	-31	0	-2	1
O=C(NCCc1cccc(F)c1)C1CCN(S(=O)(=O)c2ccccc2)CC1	1	-3	7	17	-0.2	-1	5	-3	-2
CCCNC(=O)C(NS(=O)(=O)c1cccc2nsnc12)c1ccccc1 (stereo not given)	-8	12	-2	2	-0.7	-26	2	-2	-1
CC(=O)OCC(OC(C)=O)C(OC(C)=O)C(OC(C)=O)C(=O)Nc1ccccc1C (stereo not given)	-1	-1	1	17	-1.6	-5	18	-6	-1
C/C(=N/NC(=O)c1cccc(C)c1)c1c(O)cc(C)oc1=O	-1	-10	4	-5	0.9	-10	12	-4	4
Cc1ccc(C)c(NC(=O)C2CCCN2S(=O)(=O)c2ccc3c(c2)n(C)c(=O)c(=O)n3C)c1 (stereo not given)	-3	8	-3	20	-1.1	-30	4	5	-4
CS(=O)(=O)Cc1ccc(C(=O)NC2CCCc3ccccc32)cc1 (stereo not given)	0	11	-3	-16	-0.1	0	8	3	-4
COc1ccccc1CC(=O)N1CCN(c2ccc(F)cc2)CC1	4	7	-2	14	-0.1	-19	2	6	-8
CCOc1cc(CN2CCN(c3ncccn3)CC2)ccc1OC	0	5	-3	-8	0.5	4	1	4	-5
CN1CCC(=NNC(=O)c2cc(-c3ccc(Cl)cc3)n[nH]2)CC1	2	-10	-13	20	1.7	-30	3	10	2
Cc1cc(C)c(C#N)c(N2CCN(Cc3ccc4c(c3)OCO4)CC2)n1	-10	8	7	13	-1.3	-13	-3	-3	0
O=C(CN1C(=O)/C(=C/c2ccccc2)Sc2ccccc21)NCCCN1CCOCC1	-4	-14	-6	19	1.8	-1	0	4	7
O=S(=O)(c1ccccc1)N1CCN(c2nnnn2-c2ccccc2)CC1	-1	1	-1	12	0.3	8	8	6	0
CC(=O)Nn1cc2c(=O)n(C)c(=O)n(C)c2c1	3	7	6	34	-0.1	11	1	7	14
O=C(CCNC(=O)c1ccco1)Nc1ccc(Cl)c(C(F)(F)F)c1	4	0	7	-17	-0.6	0	16	-2	5
CCOC(=O)c1c(C)oc(/N=C/c2ccccc2O)c1C#N	-1	-40	0	-1	0.6	-14	12	-5	0
CCOc1ccc(CCNC(=O)CCC(=O)N2CCOc3ccccc32)cc1OCC	0	16	0	31	-1.1	1	-1	-2	11
CN1C(=O)[C@H]2[C@@H](c3ccc(C(F)(F)F)cc3)N[C@]3(CCCN(Cc4ccc(C(F)(F)F)cc4)C3=O)[C@H]2C1=O	-1	-6	7	12	2.3	-25	4	-2	1
COc1ccc(C(C(C(=O)c2cccs2)N2CCOCC2)N2CCOCC2)cc1OC (stereo not given)	0	-10	0	3	0.5	1	3	-2	-2
C=CCN(CC=C)S(=O)(=O)c1ccc2nc(NC(=O)C3CCCO3)sc2c1 (stereo not given)	3	-30	-2	5	-0.4	-6	10	-1	0
O=C(NCc1cccnc1)c1nc(-c2ccc(C(F)(F)F)cc2)no1	1	-18	3	9	2.6	0	5	-8	-8
CCCc1cc(-c2[nH]ncc2-c2ccc3c(c2)OCCCO3)c(O)cc1O	2	-39	7	9	-0.2	4	2	-5	-9

An excerpt of these results, with each value named:
> CCOC(=O)c1c(C)oc(/N=C/c2ccccc2O)c1C#N
  M5 ag: -1
  CRFBP-R2 block: -40
  CHRM5 antagonist: 0
  CHO-K1 Ca PAM: -1
  CRFBP-R2 agonist: 0.6
  TAAR1 antagonist: -14
  TAAR1 ag: 12
  M5 PAM: -5
  CHRM4 PAM: 0
> O=C(NCc1cccnc1)c1nc(-c2ccc(C(F)(F)F)cc2)no1
  M5 ag: 1
  CRFBP-R2 block: -18
  CHRM5 antagonist: 3
  CHO-K1 Ca PAM: 9
  CRFBP-R2 agonist: 2.6
  TAAR1 antagonist: 0
  TAAR1 ag: 5
  M5 PAM: -8
  CHRM4 PAM: -8
> C=CCN(CC=C)S(=O)(=O)c1ccc2nc(NC(=O)C3CCCO3)sc2c1 (stereo not given)
  M5 ag: 3
  CRFBP-R2 block: -30
  CHRM5 antagonist: -2
  CHO-K1 Ca PAM: 5
  CRFBP-R2 agonist: -0.4
  TAAR1 antagonist: -6
  TAAR1 ag: 10
  M5 PAM: -1
  CHRM4 PAM: 0
> COc1ccc(C(C(C(=O)c2cccs2)N2CCOCC2)N2CCOCC2)cc1OC (stereo not given)
  M5 ag: 0
  CRFBP-R2 block: -10
  CHRM5 antagonist: 0
  CHO-K1 Ca PAM: 3
  CRFBP-R2 agonist: 0.5
  TAAR1 antagonist: 1
  TAAR1 ag: 3
  M5 PAM: -2
  CHRM4 PAM: -2

(further entries)
SMILES	M5 ag	CRFBP-R2 block	CHRM5 antagonist	CHO-K1 Ca PAM	CRFBP-R2 agonist	TAAR1 antagonist	TAAR1 ag	M5 PAM	CHRM4 PAM
CCCCC(=O)Nc1ccc(NC(=S)NC(=O)c2cccs2)cc1OC	-2	-12	-10	6	-1.3	-10	1	11	10
CCOc1ccccc1N(CC(=O)OC)S(C)(=O)=O	1	12	-1	6	-0.5	-1	1	-5	3
CC(=O)c1cccc(-c2ccnc3c2CC(C(=O)Nc2ccc(C(C)C)cc2)O3)c1 (stereo not given)	-2	·	0	-16	·	31	-2	-4	-8
CNCCCC1Sc2ccccc2Oc2ccccc21 (stereo not given)	-14	-4	13	-8	-0.5	5	10	-36	-11
CCOC(=O)N1CCN(c2ccc(C(F)(F)F)cn2)CC1	2	-36	-4	19	-0.6	-14	0	6	9
C/C(Cn1nnc([N+](=O)[O-])n1)=N\NC(=O)c1ccc(O)cc1O	-2	15	3	19	0.4	-33	12	-2	10
CCOC(=O)C1CCN(c2c(N3CCN(Cc4ccccc4)CC3)c(=O)c2=O)CC1	1	0	6	11	-0.7	0	0	-4	4
O=C(CN(Cc1ccccc1)S(=O)(=O)c1ccccc1)N/N=C/c1ccc2c(c1)OCO2	2	-36	1	8	1.4	21	10	-4	3
COc1ccc(OCCC(=O)OCC(=O)NCc2ccccc2OC)cc1	0	-3	1	-4	1.4	-26	1	-3	3
ClCc1csc(-c2ccc(Cl)cc2)n1	-4	-1	-11	14	-4.3	2	-1	1	2
O=C(CCCSc1nc2ccccc2[nH]1)NCc1ccco1	-4	1	-3	-8	-1.9	-32	-1	-6	-2
CC(C)Oc1cc2oc(=O)c3c(c2cc1Cl)CCC3	3	-9	0	15	-3.1	-6	3	4	0
CCCCCOP(=O)(OCCCCC)C1(NS(=O)(=O)c2ccccc2)C=CC(=O)c2ccccc21 (stereo not given)	-1	-28	2	10	2.0	36	3	-3	-5
Cc1cccc(C(=O)NCC(=O)N2CCC2)c1	0	-7	5	-11	4.1	9	-1	0	-5
CCN1CCN(c2oc(-c3ccccc3C)nc2S(=O)(=O)c2ccccc2)CC1	-2	-11	-1	24	0.5	-8	4	10	5
CS(=O)(=O)Nc1ccc(-c2cccc3nccn23)cc1	0	·	10	0	·	0	2	-5	-3
Clc1nc(Oc2ccccc2)nc(-c2cn(-c3ccccc3)c3ccccc23)n1	6	9	8	3	-1.5	-13	5	-19	-17
COc1cccc(-c2cc3nc4c(c(N5CCC6(CC5)OCCO6)n3n2)CCC4)c1	-3	-11	2	16	-4.3	10	-2	-10	-6
CCCC(=O)c1ccc(N2CCN(C(=O)OCC)CC2)c(F)c1	10	3	-2	-10	0.8	-16	2	-8	-6
